IDH1 mut inh – blocks human IDH1 R132H reductase activity; O75874; diaphorase/resazurin fluorescence, 60 min; inhibition, % at 10 µM; 70,000 compounds, 0.18% hits; AID 624101; in the data active means inhibition above about 34%;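 further: 0% = DMSO and 100% = no enzyme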
Target sequence (O75874 whole entry R132H): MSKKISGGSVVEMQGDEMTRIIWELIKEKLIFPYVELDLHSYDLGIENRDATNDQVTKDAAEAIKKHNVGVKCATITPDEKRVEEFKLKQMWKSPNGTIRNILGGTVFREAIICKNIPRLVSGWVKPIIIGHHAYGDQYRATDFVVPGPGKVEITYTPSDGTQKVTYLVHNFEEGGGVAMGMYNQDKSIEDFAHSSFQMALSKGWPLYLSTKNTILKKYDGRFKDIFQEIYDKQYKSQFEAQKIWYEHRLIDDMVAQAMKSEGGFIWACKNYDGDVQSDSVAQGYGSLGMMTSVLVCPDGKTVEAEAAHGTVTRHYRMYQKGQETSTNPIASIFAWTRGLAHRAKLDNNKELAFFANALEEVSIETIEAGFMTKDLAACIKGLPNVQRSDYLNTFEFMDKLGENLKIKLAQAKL
EZH2 inh – inhibitors of human EZH2/PRC2 methyltransferase. Q15910. PRC2 H3K27 methylation, DELFIA TRF, 1 h. inhibition, % at 12.5 µM. 57,000 compounds, 0.35% hits. AID 651548;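 active means mean inhibition of replicates at least 50% and every single replicate also reaching 50%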;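 further: dimethyl H3K27 on biotinylated H3 21-44 peptide detected by antibody; plate controls were median neutral control wells for no effect and median positive control wells for full effect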
* hit, by the source's call; x = no result given. The list is partial; rates above refer to the full screens.

SMILES	IDH1 mut inh	EZH2 inh
CNC[C@H]1Oc2ccc(NC(=O)CCN3CCOCC3)cc2C(=O)N([C@H](C)CO)C[C@H]1C	0.1	-13
O=C(C[C@@H]1C=C[C@H](NC(=O)Nc2ccc3c(c2)OCO3)[C@@H](CO)O1)NCc1ccc(F)cc1	-0.2	14
O=C(C[C@@H]1CC[C@H](NC(=O)CN2CCOCC2)[C@H](CO)O1)NCCc1ccncc1	0.4	20
CCCC#Cc1cnc2c(c1)C(=O)N([C@@H](C)CO)C[C@H](C)[C@H](CN(C)C(=O)c1cccc(F)c1)O2	-0.1	x
COc1cccc(NC(=O)N(C)C[C@@H]2Oc3cc(/C=C/c4ccccc4)ccc3S(=O)(=O)N([C@H](C)CO)C[C@@H]2C)c1	x	6
Cc1ccccc1-c1ccc2c(c1)O[C@@H](CN(C)C(=O)Nc1ccc(F)cc1)[C@H](C)CN([C@H](C)CO)S2(=O)=O	0.4	-20
C[C@H](CO)N1C[C@H](C)[C@H](CN(C)C(=O)c2ccc3c(c2)OCO3)Oc2ncc(/C=C/c3ccccc3)cc2C1=O	0.7	3
Cc1ccc(S(=O)(=O)N(C)C[C@@H]2Oc3ccc(NC(=O)c4ccncc4)cc3CC(=O)N([C@H](C)CO)C[C@H]2C)cc1	-3.0	-7
C[C@H]1CN([C@@H](C)CO)C(=O)CCCn2cc(nn2)CO[C@H]1CN(C)C(=O)Nc1ccc(C(C)(C)C)cc1	2.3	7
COCC#Cc1ccc2c(c1)O[C@@H](CN(C)Cc1ccccc1)[C@@H](C)CN([C@@H](C)CO)S2(=O)=O	-0.5	x
Cc1noc(C)c1NC(=O)Nc1ccc2c(c1)C(=O)N([C@H](C)CO)C[C@H](C)[C@@H](CN(C)S(=O)(=O)c1ccc(Cl)cc1)OCCCC[C@@H](C)O2	-1.8	x
O=C(Nc1ccccc1)c1ccc(NCC2CCCO2)c(S(=O)(=O)N2CCOCC2)c1 (stereo not given)	0.0	0
C[C@@H]1CN([C@H](C)CO)C(=O)c2cccc(NS(=O)(=O)c3ccccc3)c2O[C@@H]1CN(C)Cc1ccccc1	-0.2	5
NCCNc1ccc([N+](=O)[O-])c(Sc2nc3ccccc3[nH]2)c1	-0.1	-5
CCn1c(SCC(=O)Nc2cccc(OC)c2)nnc1-c1ccc(Br)cc1	0.1	-7
C[C@H]1CN([C@@H](C)CO)C(=O)c2cccc(NS(=O)(=O)c3ccccc3)c2O[C@@H]1CN(C)Cc1ccc(C(F)(F)F)cc1	x	0
C[C@H](CO)N1C[C@H](C)[C@@H](CN(C)Cc2ccc(Cl)c(Cl)c2)Oc2c(NC(=O)c3ccc(-c4nccs4)cc3)cccc2C1=O	3.2	x
C[C@H](CO)N1C[C@H](C)[C@@H](CN(C)C(=O)Nc2ccccc2)Oc2c(NC(=O)c3nc4ccccc4s3)cccc2C1=O	-1.3	x
Cc1noc(C)c1S(=O)(=O)Nc1ccc2c(c1)C(=O)N([C@H](C)CO)C[C@@H](C)[C@@H](CN(C)S(=O)(=O)c1ccc(F)cc1)OCCCC[C@@H](C)O2	-1.2	x
C[C@H]1CN([C@@H](C)CO)C(=O)Cc2cc(NC(=O)CCCCCC(=O)Nc3ccccc3N)ccc2O[C@@H]1CN(C)S(=O)(=O)c1cccs1	x	-16
C[C@@H]1CCCCO[C@@H](CN(C)C(=O)Nc2ccccc2)[C@H](C)CN([C@@H](C)CO)C(=O)c2cc(NC(=O)CCCN(C)C)ccc2O1	2.4	x
CCCN(C)C[C@H]1Oc2cc(C#CC3CC3)ccc2S(=O)(=O)N([C@H](C)CO)C[C@H]1C	1.6	-22
CNC[C@H]1OCCCC[C@@H](C)Oc2ccc(NC(=O)Nc3ccc(F)cc3)cc2C(=O)N([C@H](C)CO)C[C@@H]1C	1.2	6
C[C@H]1CN([C@@H](C)CO)C(=O)Cc2cc(NS(C)(=O)=O)ccc2O[C@H]1CN(C)Cc1ccc(-c2ccccc2)cc1	2.0	-1
C[C@@H]1CN([C@@H](C)CO)C(=O)Cc2cc(NC(=O)C3CC3)ccc2O[C@H]1CN(C)Cc1ccc(C(F)(F)F)cc1	0.5	-18
Cn1cnc(S(=O)(=O)N[C@@H]2CC[C@@H](CC(=O)Nc3ccc(-c4ccccc4)cc3)O[C@@H]2CO)c1	0.2	-4
Cc1onc(-c2ccccc2Cl)c1C(=O)NCc1ccc(N2CCCC2=O)cc1	-0.2	0
C[C@H](CO)N1C[C@H](C)[C@@H](CN(C)Cc2ccc(C(=O)O)cc2)Oc2c(NS(=O)(=O)c3cn(C)cn3)cccc2C1=O	0.2	x
C[C@H]1CN([C@@H](C)CO)C(=O)CCCn2nncc2CO[C@@H]1CN(C)S(=O)(=O)c1ccc(F)cc1	x	-14
O=C(O)c1cccc(CSc2nnc(-c3ccc(Cl)cc3)o2)c1	-0.8	7
O=C(C[C@H]1CC[C@H](NC(=O)c2ccccc2)[C@H](CO)O1)Nc1ccc(-c2ccccc2)cc1	0.8	3
COc1c2ccoc2nc2c(OC)c(OC[C@@H](O)C(C)(C)O)ccc12	-4.4	-3
COc1ccc(CN(C)C[C@@H]2Oc3ccc(NC(=O)Nc4ccc(F)cc4)cc3CC(=O)N([C@@H](C)CO)C[C@H]2C)cc1	0.2	x
COc1ccc(NC(=O)Nc2ccc3c(c2)CC(=O)N([C@@H](C)CO)C[C@H](C)[C@H](CN(C)Cc2ccccc2)O3)cc1	-2.0	-10
CO[C@@H](CN(C)Cc1cc(F)ccc1F)[C@@H](C)CN(C(=O)Nc1ccc(C(F)(F)F)cc1)[C@@H](C)CO	-0.8	0
O=C(C[C@@H]1C=C[C@@H](NC(=O)Nc2cc(F)ccc2F)[C@H](CO)O1)Nc1ccc(-c2ccccc2)cc1	0.2	-1
CCCC(=O)Nc1ccc2c(c1)C(=O)N(C)C[C@@H](OC)[C@H](C)CN(Cc1ccccc1F)[C@@H](C)CO2	-0.2	-16
O=C(C[C@H]1C[C@H]2c3cc(NC(=O)Cc4ccncc4)ccc3O[C@H]2[C@H](CO)O1)NCc1cccc(F)c1	-0.8	-7
CCOC(=O)c1c(-c2ccc(Cl)cc2)csc1NC(=O)C1CCCCC1C(=O)O (stereo not given)	0.0	58*
CCC(=O)Nc1ccc2c(c1)OC[C@@H](C)N(C(=O)CC)C[C@@H](C)[C@@H](OC)CN(C)C2=O	-0.2	6
CN(C)CC(=O)N[C@@H]1CC[C@@H](CC(=O)NCCN2CCCCC2)O[C@H]1CO	0.1	2
O=C(C[C@H]1C[C@H]2c3cc(NC(=O)NC4CCCC4)ccc3O[C@H]2[C@@H](CO)O1)NCC1CC1	-0.1	-4
C[C@H]1CN([C@@H](C)CO)C(=O)Cc2cc(NC(=O)Nc3ccc(C(F)(F)F)cc3)ccc2O[C@@H]1CN(C)Cc1ccc(C(F)(F)F)cc1	-1.1	x
CC(C)NC(=O)N(C)C[C@H]1Oc2ccc(NC(=O)Nc3ccc(C(F)(F)F)cc3)cc2C(=O)N([C@H](C)CO)C[C@H]1C	x	-9
CCc1c(O)nc(SC2CC(=O)N(c3ccc(F)c(Cl)c3)C2=O)[nH]c1=O (stereo not given)	0.4	2
CO[C@@H]1CC[C@H]2CCOc3c(C#N)cccc3C(=O)N(C)CCCC(=O)N(C)C[C@@H]1O2	0.0	-2
C[C@H](CO)N1C[C@H](C)[C@H](CN(C)C)Oc2ccc(NC(=O)Nc3ccc4c(c3)OCO4)cc2CC1=O	1.6	-5
CN(CC(=O)Nc1ccccc1C#N)S(=O)(=O)c1ccc2ccccc2c1	0.3	-4
Cc1noc(C)c1NC(=O)Nc1cccc2c1O[C@@H](CN(C)Cc1ccc(-c3ccccc3)cc1)[C@H](C)CN([C@H](C)CO)C2=O	x	-3
Cc1c(C(=O)C2C(=O)C(=O)N(Cc3cccnc3)C2c2cccs2)cnn1-c1ccccc1 (stereo not given)	7.0	x
C[C@@H]1CN([C@@H](C)CO)S(=O)(=O)c2ccc(C#CCN(C)C)cc2O[C@H]1CN(C)Cc1ccccn1	4.4	5
CC(C)NC(=O)Nc1ccc2c(c1)C(=O)N([C@H](C)CO)C[C@@H](C)[C@@H](CN(C)Cc1ccc(-c3ccccc3)cc1)O2	0.4	-2
Cn1cnc(S(=O)(=O)N[C@H]2CC[C@H](CC(=O)Nc3ccccc3)O[C@H]2CO)c1	0.2	1
C[C@H](CO)N1C[C@H](C)[C@H](CN(C)Cc2ccccn2)Oc2ncc(-c3ccc(F)cc3)cc2C1=O	0.0	x
CCCN(C)C[C@@H]1Oc2cc(C#CCC(C)C)ccc2S(=O)(=O)N([C@H](C)CO)C[C@@H]1C	-1.8	-8
O=C(C[C@@H]1CC[C@H](NS(=O)(=O)c2ccccc2F)[C@@H](CO)O1)NCCCN1CCOCC1	0.2	5
Cc1noc(C)c1NC(=O)N(C)C[C@H]1Oc2ccc(NS(=O)(=O)c3cccs3)cc2C(=O)N([C@H](C)CO)C[C@H]1C	-1.8	x
COc1ccc(S(=O)(=O)N(C)C[C@@H]2Oc3ccc(NC(=O)Nc4c(C)noc4C)cc3C(=O)N([C@@H](C)CO)C[C@H]2C)cc1	-1.2	x
COc1ccc(NC(=O)N(C)C[C@H]2Oc3ncc(C#CC(C)C)cc3C(=O)N([C@H](C)CO)C[C@@H]2C)cc1	-4.6	-20
COc1ccc(C)cc1NC(=O)CSc1nc(C)cc(-c2ccccc2)n1	0.2	17

Some values from the entries so far.
For EZH2 inh, `COc1ccc(NC(=O)N(C)C[C@H]2Oc3ncc(C#CC(C)C)cc3C(=O)N([C@H](C)CO)C[C@@H]2C)cc1` has the entry -20
For IDH1 mut inh, `CN(CC(=O)Nc1ccccc1C#N)S(=O)(=O)c1ccc2ccccc2c1` has the entry 0.3
For IDH1 mut inh, `C[C@@H]1CN([C@@H](C)CO)S(=O)(=O)c2ccc(C#CCN(C)C)cc2O[C@H]1CN(C)Cc1ccccn1` has the entry 4.4
For EZH2 inh, `Cc1noc(C)c1NC(=O)Nc1cccc2c1O[C@@H](CN(C)Cc1ccc(-c3ccccc3)cc1)[C@H](C)CN([C@H](C)CO)C2=O` has the entry -3
For IDH1 mut inh, `C[C@H]1CN([C@@H](C)CO)C(=O)Cc2cc(NC(=O)Nc3ccc(C(F)(F)F)cc3)ccc2O[C@@H]1CN(C)Cc1ccc(C(F)(F)F)cc1` has the entry -1.1
For EZH2 inh, `CCc1c(O)nc(SC2CC(=O)N(c3ccc(F)c(Cl)c3)C2=O)[nH]c1=O` (stereo not given) has the entry 2

One compound at a time, as listed above:
Results for O=C(C[C@H]1C[C@H]2c3cc(NC(=O)NC4CCCC4)ccc3O[C@H]2[C@@H](CO)O1)NCC1CC1 → IDH1 mut inh: -0.1; EZH2 inh: -4
Results for O=C(C[C@@H]1CC[C@H](NS(=O)(=O)c2ccccc2F)[C@@H](CO)O1)NCCCN1CCOCC1 → IDH1 mut inh: 0.2; EZH2 inh: 5

New compounds follow.
SMILES	IDH1 mut inh	EZH2 inh
C[C@H](NC(=O)C[C@H]1C=C[C@@H](NC(=O)C2CC2)[C@@H](CO)O1)c1ccccc1	0.3	5
C[C@H](CO)N1C[C@H](C)[C@@H](CN(C)C(=O)NC2CCCC2)Oc2cc(-c3cncnc3)ccc2S1(=O)=O	-0.7	-7
CC(Oc1ccc(Cl)cc1Cl)C(=O)NC(=S)Nc1cccc(NC(=O)c2cccs2)c1 (stereo not given)	0.4	4
CCCc1c(C(=O)O)c(O)cc2c1C(=O)c1c(O)cccc1C2=O	0.7	x
COc1ccc(NC(=O)N(C)C[C@H]2OCCCC[C@H](C)Oc3ccc(NS(=O)(=O)c4ccc(F)cc4)cc3C(=O)N([C@@H](C)CO)C[C@H]2C)cc1	0.5	x
C[C@H]1CCCCO[C@@H](CN(C)C(=O)Nc2ccc3c(c2)OCO3)[C@@H](C)CN([C@@H](C)CO)C(=O)c2cc(NC(=O)Cc3ccccc3)ccc2O1	0.0	x
C[C@@H]1CN([C@@H](C)CO)C(=O)c2cc(C#CC3(O)CCCC3)cnc2O[C@H]1CN(C)C(=O)CN(C)C	-0.5	-3
CN1CCN(C(=O)c2cc3c(c(-c4cccc(-c5ccc(C(=O)N(C)C)cc5)c4)n2)[C@H](CCO)N([S@@](=O)C(C)(C)C)C3)CC1	0.0	-8
COc1ccc(S(=O)(=O)N(C)C[C@@H]2Oc3c(NC(=O)NC(C)C)cccc3C(=O)N([C@@H](C)CO)C[C@@H]2C)cc1	3.7	x
C[C@@H]1CN([C@H](C)CO)C(=O)c2cc(NS(=O)(=O)c3ccc(F)cc3)ccc2O[C@@H](C)CCCCO[C@@H]1CN(C)S(C)(=O)=O	0.7	x
COc1cc(OC)cc(-c2nnc(SCC(=O)Nc3ccc(I)cc3)o2)c1	-0.3	10
O=C(CSc1ncc(-c2ccccc2)nn1)c1ccc(Br)cc1	-0.2	24
C[C@H](CO)N1C[C@H](C)[C@@H](CN(C)C(=O)c2ccncc2)Oc2ncc(C3=CCCC3)cc2C1=O	x	5
CCCC(O)C#Cc1cnc2c(c1)C(=O)N([C@H](C)CO)C[C@H](C)[C@H](CN(C)C(=O)NC1CCCCC1)O2 (stereo not given in full)	0.4	2
CCCNC(=O)N[C@H]1CC[C@H](CCn2cc(C3CCCCC3)nn2)O[C@H]1CO	-0.2	-16
COC(=O)c1ccc(NC(=O)CN(C)S(=O)(=O)c2ccccc2)cc1	-0.7	0
O=C(N[C@H](CO)[C@H](O)c1ccc([N+](=O)[O-])cc1)C(Cl)Cl	0.0	x
Cc1c(Cl)cccc1NC(=O)COc1ccc(S(=O)(=O)N2CCOCC2)cc1	1.1	8
O=C(Nc1cccc(F)c1)N[C@@H]1CC[C@@H](CCn2cc(Cc3ccccc3)nn2)O[C@H]1CO	0.3	-5
CCCC1=CC(=O)C(O)C1O (stereo not given)	-0.1	-6
